Screening results as filed in PubChem BioAssay.
HSP90 inh – HSP90 inhibitors, primary screen, cell lysate, luminescence. Heat shock protein HSP 90 (rabbit reticulocyte lysate; luciferase refolding). Rabbit reticulocyte lysate, luciferase refolding luminescence, 3 h. inhibition, % at 5.6 µM. 0.91% of 290,000 active;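 active means inhibition above the screen-wide mean plus 3 SD, computed separately per campaign, cut at about 16% in these data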;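 further: 0% = DMSO wells and 100% = 60 µM geldanamycin wells; inhibitors lower the luminescence because luciferase stays unfolded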
aSyn UTR inh – MLPCN primary screen, SNCA 5' untranslated region; alpha-synuclein 5'UTR reporter, inhibitor activity; 0.82% of 300,000 active; AID 1813, 2009; inhibition, % (tested at 7.5 µM); in the data active means inhibition above about 60%;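 further: H4 neuroglioblastoma cells stably carrying SNCA 5'UTR luciferase fusion; 0% = DMSO wells and 100% = positive control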
IEC-6 tox – cytotoxicity in IEC-6 intestinal epithelial cells, primary screen, cytotoxicity control for KLF5 inhibitor project, cell-based, luminescence; IEC-6 cytotoxicity, luminescence viability; inhibition, % at 5 µM; 0.78% of 290,000 active; AID 1825, 2009; in the data active means inhibition above about 22%;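 further: 0% = plate median of test compound wells and 100% = cytotoxic reference compound wells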
KLF5 inh – KLF5 expression inhibitors, primary screen, DLD-1 cells, luminescence | DLD-1 KLF5 promoter-luciferase reporter | inhibition, % at 5 µM | AID 1700, 2009 | 0.23% of 290,000 active;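 active means inhibition above a per-plate limit of that plate's mean compound inhibition plus 3 SD, cut at about 60% in these data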;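 further: 0% = DMSO wells and 100% = LY294002 at 200 µM; higher means less KLF5 promoter-driven luciferase light; inactives centre near -14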
HSF-1 act – HSF-1 activators, primary screen, NIH3T3-HGL cells, MG132 stress, luminescence, single point. 1.7% of 300,000 active. activation, % at 9 µM. NIH3T3-HGL HSF-1 luciferase reporter, 8 h; 100% = twice DMSO control signal;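 active means mean replicate activation of at least 50% with a set share of replicates each reaching 50%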;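 further: 0% = median of the neutral control wells and 100% = twice that signal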
Platelet DG rel – inhibitors of platelet dense granule secretion, primary screen, cell-based, MLPCN, human platelets. inhibition, %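 (compounds screened at 7.5 µM in platelet-rich plasma)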. human platelet-rich plasma, SFLLRN dense granule ATP release, luminescence. 0.22% of 300,000 active;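 active means mean replicate score, as percent of positive control, at or above 50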
HSF1 inhib – HSF1 inhibitors in luciferase reporter cells, primary screen, cell-based, NIH3T3, luminescence. 0.77% of 300,000 active. NIH3T3-HGL HSE-luciferase, MG132-induced, luminescence 8 h; hits give low values. activity change, negative = inhibition, % at 7.5 µM (by protocol);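 active means more than half of replicate wells show activity change below -50%, luminescence cut by over half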;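 further: luciferase reports HSF-1 transcriptional activity via heat shock element; 0% = median of DMSO wells and -100% = zero luminescence signal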
AI-2 QS mod – Vibrio harveyi AI-2 quorum sensing modulators, primary screen, JMH597 strain, luminescence/OD600 ratio; Vibrio harveyi JMH597 AI-2 luminescence/OD600 ratio, 9 h; hits give low values; strain lacks LuxN and CqsS sensors; 0 = neutral-control median; activity change, % at 7.5 µM; 0.4% of 300,000 active; AID 2094, 2009; in the data active means activity change below about -75%, passing the limit was not always enough;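 further: luminescence divided by OD600 gain over 9 h not by final OD600 alone; inactives centre near 13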
HIF activator – HIF pathway transcriptional activators, primary screen, cell-based, U2OS HRE-luciferase, luminescence; U2OS HRE-luciferase reporter; normalized: DMSO 0%, desferrioxamine 100%; activation, % at 7.5 µM (by protocol); 0.32% of 300,000 active;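 active means mean activation of at least 10% of the iron chelator positive control signal, with at least half of replicates also reaching 10%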
SKKanGAS inh – S. pyogenes SKKanGAS growth inhibitors in kanamycin, primary screen, streptokinase expression inhibitor project, SKKanGAS strain, BacTiter-Glo luminescence | 6 h | AID 1662, 2009 | inhibition, % at 7.5 µM | 1.3% of 300,000 active;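 active means mean replicate score, as percent of positive control median, at least 50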;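 further: strain carries kanamycin resistance gene driven by streptokinase promoter and grows in 40 µg/ml kanamycin; loss of luminescence reflects streptokinase promoter inhibition or plain growth inhibition; 0% = median of DMSO wells and 100% = positive control at its reference dose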
Numbers without * were called inactive.

`CCOC(=O)c1c(C)[nH]c(C)c1S(=O)(=O)NCCN1CCN(c2cc(Cl)ccc2C)CC1` gave HSP90 inh 2, aSyn UTR inh 23, IEC-6 tox -2, KLF5 inh 11, HSF-1 act 14, Platelet DG rel -8, HSF1 inhib 11, AI-2 QS mod 34, HIF activator 0.3 and SKKanGAS inh 12.
`CC12CCC(C(=O)NC3CCCC3)(CC1=O)C2(C)C` (configuration not stated) gave HSP90 inh 1, aSyn UTR inh 12, IEC-6 tox 4, KLF5 inh 15, HSF-1 act 7, Platelet DG rel -1, HSF1 inhib 5, AI-2 QS mod 7, HIF activator -0.3 and SKKanGAS inh -5.
Cc1ccc(S(=O)(=O)N2CCSC2)cc1C was read as HSP90 inh 3, aSyn UTR inh 5, IEC-6 tox 4, KLF5 inh -4, HSF-1 act 8, Platelet DG rel 1, HSF1 inhib 1, AI-2 QS mod 16, HIF activator 0.1 and SKKanGAS inh 0.
For Cc1ccc(CSC2=NCCN2C(=O)c2ccco2)cc1 the results were HSP90 inh 2, aSyn UTR inh -32, IEC-6 tox 0, KLF5 inh 5, HSF-1 act -4, Platelet DG rel 4, HSF1 inhib 0, AI-2 QS mod -53 and SKKanGAS inh 8.
`COc1ccccc1N1CCN(C(=O)CN2C(=O)c3ccccc3S2(=O)=O)CC1` gave HSP90 inh 0, aSyn UTR inh 8, IEC-6 tox 4, KLF5 inh -27, HSF-1 act 8, Platelet DG rel 0, HSF1 inhib -5, AI-2 QS mod 23, HIF activator 0.1 and SKKanGAS inh 11.
`COC(=O)c1c(NC(=O)COC(=O)Cn2cnc3ccccc32)sc2c1CCCC2` gave HSP90 inh 3, aSyn UTR inh 4, IEC-6 tox 7, KLF5 inh -27, HSF-1 act 2, Platelet DG rel 2, HSF1 inhib 0, AI-2 QS mod 13, HIF activator -0.5 and SKKanGAS inh 3.
Clc1nc(N2CCOCC2)ncc1Br was read as HSP90 inh 5, aSyn UTR inh 15, IEC-6 tox -1, KLF5 inh -30, HSF-1 act 5, Platelet DG rel 22, HSF1 inhib 1, AI-2 QS mod 7, HIF activator 0.2 and SKKanGAS inh -3.
Screening O=C(Nc1ccc(Oc2ccccc2)nc1)C1CCCCN1Cc1cccc(O)c1 (configuration not stated) returned HSP90 inh -3, aSyn UTR inh -7, IEC-6 tox -10, KLF5 inh -35, HSF-1 act 30, Platelet DG rel 1, HSF1 inhib 14, AI-2 QS mod 23, HIF activator 0.4 and SKKanGAS inh 11.
Screening CCOc1ccc(N2C(=O)CN=C2Nc2ccccc2Cl)cc1 returned HSP90 inh 0, aSyn UTR inh -22, IEC-6 tox 0, KLF5 inh -3, HSF-1 act 5, Platelet DG rel 3, HSF1 inhib -1, AI-2 QS mod 22, HIF activator 0.0 and SKKanGAS inh 6.
CC(=O)NC(c1ccco1)c1ccc2cccnc2c1O (configuration not stated) was read as HSP90 inh 4, aSyn UTR inh 77*, IEC-6 tox 18, KLF5 inh 28, HSF-1 act -15, Platelet DG rel -2, HSF1 inhib -4, AI-2 QS mod -20, HIF activator 8.7 and SKKanGAS inh 40.
`CCC(=O)Nc1ccc(C(=O)n2ccc(C)n2)cc1` gave HSP90 inh 1, aSyn UTR inh -8, IEC-6 tox 3, KLF5 inh -11, HSF-1 act 9, Platelet DG rel 4, HSF1 inhib 7, AI-2 QS mod 23, HIF activator -26 and SKKanGAS inh 1.
`Cc1cc(C)nc(NC(=O)NS(=O)(=O)Nc2ccc(Br)cn2)n1` gave HSP90 inh 5, aSyn UTR inh 6, IEC-6 tox 8, KLF5 inh -11, HSF-1 act 0, Platelet DG rel 0, HSF1 inhib 3, AI-2 QS mod 18, HIF activator -0.3 and SKKanGAS inh -3.

No new results follow: entries from further up.
`CC12CCC(C(=O)NC3CCCC3)(CC1=O)C2(C)C` (configuration not stated) gave HSP90 inh 1, aSyn UTR inh 12, IEC-6 tox 4, KLF5 inh 15, HSF-1 act 7, Platelet DG rel -1, HSF1 inhib 5, AI-2 QS mod 7, HIF activator -0.3 and SKKanGAS inh -5.
Cc1ccc(S(=O)(=O)N2CCSC2)cc1C was read as HSP90 inh 3, aSyn UTR inh 5, IEC-6 tox 4, KLF5 inh -4, HSF-1 act 8, Platelet DG rel 1, HSF1 inhib 1, AI-2 QS mod 16, HIF activator 0.1 and SKKanGAS inh 0.
For Cc1ccc(CSC2=NCCN2C(=O)c2ccco2)cc1 the results were HSP90 inh 2, aSyn UTR inh -32, IEC-6 tox 0, KLF5 inh 5, HSF-1 act -4, Platelet DG rel 4, HSF1 inhib 0, AI-2 QS mod -53 and SKKanGAS inh 8.
`COc1ccccc1N1CCN(C(=O)CN2C(=O)c3ccccc3S2(=O)=O)CC1` gave HSP90 inh 0, aSyn UTR inh 8, IEC-6 tox 4, KLF5 inh -27, HSF-1 act 8, Platelet DG rel 0, HSF1 inhib -5, AI-2 QS mod 23, HIF activator 0.1 and SKKanGAS inh 11.

Next part:
`CC(C)(C)C(=O)Nc1nnc(CC(=O)NCc2ccccc2)s1` gave HSP90 inh -3, aSyn UTR inh 0, IEC-6 tox -8, KLF5 inh -18, HSF-1 act 1, Platelet DG rel 2, HSF1 inhib -7, AI-2 QS mod 11, HIF activator 0.1 and SKKanGAS inh -6.
CCOC(=O)CNC(=O)N1CCC(CCOc2ccccc2)(C(=O)OCC)CC1 was read as HSP90 inh -3, aSyn UTR inh 6, IEC-6 tox -10, KLF5 inh -19, HSF-1 act -3, Platelet DG rel -5, HSF1 inhib -11, AI-2 QS mod 4, HIF activator -31 and SKKanGAS inh 3.
Screening Cc1ccc2ncc(NC(=O)c3ccc(F)cc3)c(=O)n2c1 returned HSP90 inh 6, aSyn UTR inh -139, IEC-6 tox 2, KLF5 inh -18, HSF-1 act -7, Platelet DG rel -3, HSF1 inhib 7, AI-2 QS mod 7, HIF activator 0.5 and SKKanGAS inh 1.
Screening CC(C)(C)NC(=O)CSc1ccc(C(C)(C)C)cc1 returned HSP90 inh 4, aSyn UTR inh -9, IEC-6 tox 1, KLF5 inh -12, HSF-1 act 5, Platelet DG rel -5, HSF1 inhib 4, AI-2 QS mod 4, HIF activator -0.1 and SKKanGAS inh -3.
O=C(NCC1COc2ccccc2O1)C1C2C=CC3(CN(Cc4cccs4)C(=O)C13)O2 (configuration not stated) was read as HSP90 inh 1, aSyn UTR inh -18, IEC-6 tox 2, KLF5 inh -18, HSF-1 act -3, Platelet DG rel -2, HSF1 inhib 2, AI-2 QS mod 9, HIF activator 0.3 and SKKanGAS inh 3.
Screening CS(=O)(=O)N1CCN(C(=O)c2cccnc2)CC1 returned HSP90 inh -4, aSyn UTR inh 8, IEC-6 tox -4, KLF5 inh 1, HSF-1 act -6, Platelet DG rel 10, HSF1 inhib -6, AI-2 QS mod 14, HIF activator 0.1 and SKKanGAS inh 1.
`CCOC(=O)c1nn(-c2ccccc2C)c2nc(-c3ccc(Cl)cc3)c(C#N)c(=O)n12` gave HSP90 inh -2, aSyn UTR inh 26, IEC-6 tox 0, KLF5 inh -17, HSF-1 act 6, Platelet DG rel -1, HSF1 inhib 0, AI-2 QS mod 16, HIF activator -0.3 and SKKanGAS inh 2.
For N#CC1(NC(=O)COC(=O)CCN=C2NS(=O)(=O)c3ccccc32)CCCCC1 the results were HSP90 inh 6, aSyn UTR inh 3, IEC-6 tox -2, KLF5 inh -9, HSF-1 act -13, Platelet DG rel -2, HSF1 inhib -6, AI-2 QS mod 29, HIF activator -0.1 and SKKanGAS inh 10.
`O=C(N/N=C/c1cccs1)c1cc(-c2ccc(Cl)s2)[nH]n1` gave HSP90 inh 7, aSyn UTR inh -3, IEC-6 tox 3, KLF5 inh -24, HSF-1 act -1, Platelet DG rel -28, HSF1 inhib -7, AI-2 QS mod 20, HIF activator 0.2 and SKKanGAS inh 1.
Screening CCN(CC)P(=O)(Nc1ccc(SC(F)F)cc1)c1ccc(N(C)C)cc1NC(=O)c1ccco1 (configuration not stated) returned HSP90 inh 0, aSyn UTR inh -38, IEC-6 tox -7, KLF5 inh -32, HSF-1 act -5, Platelet DG rel -3, HSF1 inhib 2, AI-2 QS mod 27, HIF activator -0.2 and SKKanGAS inh 19.
Screening Cc1ccc(NC(=O)N(CCC#N)Cc2ccccc2)cc1 returned HSP90 inh -1, aSyn UTR inh 15, IEC-6 tox -1, KLF5 inh -9, HSF-1 act 31, Platelet DG rel -7, HSF1 inhib 4, AI-2 QS mod 3, HIF activator -0.1 and SKKanGAS inh 5.
`CCOC(=O)/C(C#N)=C\c1ccc(O)c(OC)c1` gave HSP90 inh 3, aSyn UTR inh 7, IEC-6 tox 4, KLF5 inh -38, HSF-1 act 2, Platelet DG rel 5, HSF1 inhib 4, AI-2 QS mod 8, HIF activator -0.5 and SKKanGAS inh 4.
Screening O=C(CSc1nnc2ccccn12)N1CCc2ccccc2C1 returned HSP90 inh 0, aSyn UTR inh -94, IEC-6 tox -2, KLF5 inh -39, HSF-1 act 19, Platelet DG rel -6, HSF1 inhib 4, AI-2 QS mod 21, HIF activator 1.0 and SKKanGAS inh -5.
For O=C(Nc1cc(S(=O)(=O)N2CCOCC2)ccc1N1CCCC1)c1cc(=O)[nH]c2ccccc12 the results were HSP90 inh 1, aSyn UTR inh -6, IEC-6 tox -6, KLF5 inh -22, HSF-1 act -8, Platelet DG rel 7, HSF1 inhib -1, AI-2 QS mod 36, HIF activator 0.8 and SKKanGAS inh -5.
Screening CC(=O)c1cccc(CN2CCN(C(C)C)C(CCO)C2)c1 (configuration not stated) returned HSP90 inh 4, aSyn UTR inh -3, IEC-6 tox 8, KLF5 inh 0, HSF-1 act 7, Platelet DG rel 10, HSF1 inhib 7, AI-2 QS mod -1, HIF activator 0.0 and SKKanGAS inh 4.
Screening CCOc1ccc(NC(=O)CN(c2ccc(OCC)cc2)S(=O)(=O)c2c(C)[nH]c(=O)[nH]c2=O)cc1 returned HSP90 inh 0, aSyn UTR inh -17, IEC-6 tox 9, KLF5 inh -15, HSF-1 act -43, Platelet DG rel 11, HSF1 inhib -42, AI-2 QS mod 15, HIF activator -1.7 and SKKanGAS inh 8.
For O=C(O)C(Cc1ccccc1)NS(=O)(=O)c1ccc2c(c1)OCCO2 (configuration not stated) the results were HSP90 inh -1, aSyn UTR inh -6, IEC-6 tox -3, KLF5 inh 5, HSF-1 act -22, Platelet DG rel 6, HSF1 inhib -4, AI-2 QS mod 6, HIF activator -1.1 and SKKanGAS inh 1.
